Luc counter: Counterscreen for Luciferase (Kinase-Glo TM) Inhibition; Luciferin 4-monooxygenase (Photuris pensylvanica), Q27757; Kinase-Glo luciferase, ATP luminescence, 8 min; Potency, µM (top dose mostly 38.3 µM), without a hit: top-dose activity change, negative = inhibition, hits mostly inhibitors; 0.28% of 200,000 active; AID 1379, 2008; further: potency means the concentration at half of the fitted maximal effect; on the % scale 0 is the no-effect control and ±100 the full control effect; nearly all actives have a fitted effect of over 60% in size
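Light output from Kinase-Glo luciferase with luciferin and 10 uM ATP in 50 mM imidazole pH 7.2, KCl, MgCl2, Tween 20, BSA; compound pin-delivered, 8-min ambient incubation, then luminescence read.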
IMPase Li cell: qHTS Assay for Identifying the Cell-Membrane Permeable IMPase Inhibitors: Potentiation with Lithium; CHO-M1 cells, IP1 TR-FRET (IP-One), carbachol + lithium; Potency, µM (titrated, usually from 59.4 µM), for inactives: top-dose activity, negative = IMPase inhibition, hits mostly inhibitors; 0.35% of 210,000 active;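 further: IP1 builds up when IMPase is blocked and the TR-FRET signal falls; potency means the concentration at half of the fitted maximal effect; plate controls were basal vehicle for no effect and high inhibitor control for full effect; nearly all actives have a fitted effect of over 50% in size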
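Readout is a homogeneous TR-FRET IP1 immunoassay (Ex 320, Em 665 and 620), where raised cytosolic IP1 lowers signal. Cells were CHO-M1 treated 30 min at 37C with test compounds plus a little lithium; AC50 values came from Hill-equation fitting.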
HTT aggregate: qHTS Multiplex Assay to Identify Dual Action Probes in a Cell Model of Huntington: Aggregate Formation (GFP); Potency, µM (doses to about 46.1 µM), for inactives: top-dose activity change, negative = inhibition, hits mostly inhibitors; 1.1% of 220,000 active; AID 1688, 2009; PC12 HttQ103-GFP aggregates, Acumen cytometry, 40 h; further: potency means the concentration at half of the fitted maximal effect; on the % scale 0 is the no-effect control and ±100 the full control effect; nearly all actives have a fitted effect of over 60% in size
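PC12/HTTQ103-GFP, ecdysone-inducible; teb 100 nM; cpd qHTS titration; GFP aggregates read on laser cytometer, Ex 488/Em 500-530 nm.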
CBFb RUNX1 block: qHTS Assay for Compounds Blocking the Interaction Between CBF-beta and RUNX1 for the Treatment of Acute Myeloid Leukemia. AlphaScreen CBFb-His/RUNX1-biotin binding, biochemical. Potency, µM (series often up to 59.8 µM), inactives show at the top dose activity, negative = inhibition, hits mostly inhibitors. 230,000 tested, under 10 active. AID 1477, 2009; further: % of control where 0% means no effect
Target sequence (Q01196 whole entry, looked up): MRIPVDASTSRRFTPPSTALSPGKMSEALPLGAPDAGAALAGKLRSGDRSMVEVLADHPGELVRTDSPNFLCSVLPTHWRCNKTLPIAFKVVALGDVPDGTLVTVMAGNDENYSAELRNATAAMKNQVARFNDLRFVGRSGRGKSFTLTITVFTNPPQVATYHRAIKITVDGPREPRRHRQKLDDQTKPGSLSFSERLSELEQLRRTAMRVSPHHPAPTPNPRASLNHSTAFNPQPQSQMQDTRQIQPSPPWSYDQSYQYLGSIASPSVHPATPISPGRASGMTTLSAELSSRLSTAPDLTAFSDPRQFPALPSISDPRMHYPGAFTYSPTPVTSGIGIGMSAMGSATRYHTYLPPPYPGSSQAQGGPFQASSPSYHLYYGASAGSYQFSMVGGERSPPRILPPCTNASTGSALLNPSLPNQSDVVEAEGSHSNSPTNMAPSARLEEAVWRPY
Target sequence (Q13951 whole entry, looked up): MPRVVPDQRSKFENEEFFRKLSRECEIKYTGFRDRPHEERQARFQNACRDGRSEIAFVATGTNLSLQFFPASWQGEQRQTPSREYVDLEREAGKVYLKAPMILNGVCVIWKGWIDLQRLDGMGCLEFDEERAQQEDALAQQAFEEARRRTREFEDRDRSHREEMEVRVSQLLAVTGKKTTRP
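Bead-based AlphaScreen assay; binding partners His-tagged CBF-beta and biotinylated RUNX1 at 30 nM each. Compound exposure 15 min after a 20-min protein preincubation; bead step 90 min; all steps at room temperature.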
Lamin A splicing: qHTS Assay for Modulators of Lamin A Splicing; Potency, µM (titrated, usually from 46.1 µM), inactives show top-dose ratio change, negative = inhibition, hits mostly inhibitors; HeLa LMNA splicing GFP/RFP minigene ratio, 48 h; 0.01% of 200,000 active; active means well fitted inhibition curve with a large enough effect in the signal ratio, with a control signal flat, not every such curve was filed as active; inconclusive means small, poorly fitted or top-dose-only effect, or effect the other way, or a change in a side signal; the % refers to the signal ratio; further: potency means the concentration at half of the fitted maximal effect; on the % scale 0 is the no-effect control and ±100 the full control effect
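Read-out is the ratio of GFP to DsRed2 object intensity, acquired by 488 nm laser-scanning cytometry on HeLa lamin A-EGFP minigene reporter cells. Compound incubation 48 hrs at 37 °C in Opti-MEM with 2% FBS; DMSO 0.5% final.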
HTT ATP protect: qHTS Multiplex Assay to Identify Dual Action Probes in a Cell Model of Huntington: Cytoprotection (ATP); PC12 HTT-Q103 induced, cytoprotection, ATP luminescence, 40 h; Potency, µM (highest dose often 56.4 µM), inactives show cytoprotection (ATP increase), actives largely listed as activators; 0.14% of 230,000 active; AID 1471, 2008;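 further: potency means the concentration at half of the fitted maximal effect; % of control where 0% means no effect; nearly all actives have a fitted effect of over 45% in size; toxic huntingtin expression switched on by the ecdysone agonist tebufenozide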
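Readout: ATPlite luminescence (ATP level). Model: stable PC12, inducible Htt exon1 Q103-GFP. Inducer: tebufenozide, 100 nM final. Compounds: dose series. No G418 in medium.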
SMN2 splice up: qHTS Assay for Enhancers of SMN2 Splice Variant Expression; AID 1458, 2008; HEK293 SMN2-luciferase splicing reporter, luminescence, 30-36 h; Potency, µM (top dose mostly 46.1 µM), for inactives: top-dose activity change, positive = activation, usual class: activators; 2.8% of 210,000 active; further: potency means the concentration at half of the fitted maximal effect; % of control where 0% means no effect; nearly all actives have a fitted effect of over 55% in size
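qHTS luciferase splicing reporter: luminescence rises when SMN2 exon 7 is included in transfected HEK293 cells. Compound exposure lasted 30-36 h at 37C, with 4.5 mM final sodium butyrate as control, followed by a ONE-Glo read.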
* marks the source's active call; other numbers are inactive results; u = inconclusive; x = not tested or not shown; & = joins results of further samples; [ ] = another dose, or the depositor's remark. Unless noted, the call rests on the fitted dose curve; in most records, active means well fitted curve in the direction sought with a large enough effect; inconclusive means small, poorly fitted or top-dose-only effect, or another doubt; inactive means no such curve, though single readings can be large; an effect the other way counts as inactive or inconclusive.

Structure	HTT aggregate	HTT ATP protect	SMN2 splice up	CBFb RUNX1 block	Lamin A splicing	IMPase Li cell	Luc counter
CCn1c(SCC(=O)NNC(=O)c2ccccc2)nnc1-c1ccncc1	17%	9%[10 µM]	9%	8%	4%	15%[38.3 µM]	4%
CS(=O)(=O)N(CC(=O)NC1CCCCC1)c1cccc(Cl)c1	5%	7%[0.074 µM]	-7%	-9%	4%	8%[38.3 µM]	-4%
COc1cc2c(cc1OC)C(c1cccs1)N(C(=O)c1cccnc1)CC2 (stereo not given)	6%	-75%[inhibitor]	5%	5%	-11%[46 µM]	2%	0%
CCOC(=O)c1cc(C(C)=O)c(=O)n(C)c1N	5%	-4%	-6%	7%	5%	7%[38.3 µM]	-4%
COc1cccc(Nc2ncc3nc(-c4cccs4)c(=O)n(Cc4cccs4)c3n2)c1	x	-34%[inhibitor]	x	x	u	-3%	x
CC(=O)Nc1ccc(S(=O)(=O)/N=C2\C(=O)c3ccccc3C([O-])=C2n2cc[n+](-c3ccccn3)c2)cc1	6%[9.22 µM]	-5%[10 µM]	x	-14%	x	x	x
COc1ccc(/C=N/Nc2cc(C)nc(-n3nc(C)cc3C)n2)c(OC)c1	u	12%[10 µM]	-102%[inhibitor]	-25%	u	8%	-1%
CCN(C(=O)CN1CCN(c2ccccc2)CC1)c1c(N)n(Cc2ccccc2)c(=O)[nH]c1=O	-12%	-7%[10 µM]	-2%	4%	-2%	-3%[38.3 µM]	-3%
Cc1ccc2nc(Cl)c3cc(C(=O)NCCCN4CCCC4)sc3c2c1	-15%	-7%	-6%	-2%	x	26%	-1%
O=C(Nc1ccccc1)c1ccc(=O)n(Cc2ccc(F)c(F)c2)c1	-7%	-16%	10%	8%	x	2%	-3%
NC(=O)Cn1c(=O)n(CCC(=O)NCCSCc2ccccc2)c(=O)c2ccccc21	5%	-32%[inhibitor]	-6%	8%	-6%[46 µM]	8%	-5%
Cc1cccc2c(C(=O)N3CCN(C(=O)c4ccco4)CC3)cc(-c3cccc(Br)c3)nc12	8.9µM*	29%[10 µM]	-45%[inhibitor]	-12%	u	3%	0%
Cc1ccc(/C=N/NC(=O)c2ccncc2)s1	1%[9.22 µM]	13%[10 µM]	x	-4%	x	x	x
CCn1c2c(c3cc(Br)ccc31)CCC/C2=N\O	-15%	-23%	-15%	4%	u	11µM*	-3%
FC(F)(F)Oc1ccc(-c2cn3cccnc3n2)cc1	12%[9.22 µM]	-34%[10 µM]	x	-18%	x	x	x
Cc1cccc(-c2nnc(SCc3ccccc3)o2)c1	-12%	-1%	u	21%	0%	16%[38.3 µM]	-2%
CN1CCN(c2ccccc2NC(=O)C(Cc2ccccc2)n2cccc2)CC1 (stereo not given)	-6%	-22%	15%	-9%	-6%	11%	1%
CCN(CC)C(=O)Cn1cnc2sc(C(=O)N3CCN(Cc4ccc5c(c4)OCO5)CC3)c(C)c2c1=O	-27%	-3%	-70%[inhibitor]	-3%	6%[9.22 µM]	6%	-3%
C=CCn1c(COc2ccc(Cl)cc2)nnc1SCC(=O)c1c(N)n(C)c(=O)n(C)c1=O	10%	x	-15%	10%	x	-2%	-4%
Cc1cccc(C)c1NC(=O)c1sccc1SCC#N	25%	4%[10 µM]	-1%	6%	-12%	36%[38.3 µM]	5%

Overlap with the part before: 3 compounds; new compounds follow.
Structure	HTT aggregate	HTT ATP protect	SMN2 splice up	CBFb RUNX1 block	Lamin A splicing	IMPase Li cell	Luc counter
CCN(CC)C(=O)Cn1cnc2sc(C(=O)N3CCN(Cc4ccc5c(c4)OCO5)CC3)c(C)c2c1=O	-27%	-3%	-70%[inhibitor]	-3%	6%[9.22 µM]	6%	-3%
C=CCn1c(COc2ccc(Cl)cc2)nnc1SCC(=O)c1c(N)n(C)c(=O)n(C)c1=O	10%	x	-15%	10%	x	-2%	-4%
Cc1cccc(C)c1NC(=O)c1sccc1SCC#N	25%	4%[10 µM]	-1%	6%	-12%	36%[38.3 µM]	5%
CCC(C)NC(=O)C1(C)CCC(=O)N1CCc1ccc(OC)c(OC)c1 (stereo not given)	-13%	3%	x	3%	-1%	16%[38.3 µM]	2%
C=CCN1c2ccccc2[C@]23C[C@@H](C(=O)OC)N(C(=O)c4cccs4)C2=NC(C(=O)OC)=C(C(=O)OC)[C@H]13	-5%[9.22 µM]	-18%&2%[10 µM]	-18%[9.22 µM]	u	15%[9.22 µM]	22%	0%[7.66 µM]
COc1ccc(N2CC(C(=O)Nc3ccccc3C(=O)NCc3ccco3)CC2=O)cc1 (stereo not given)	-10%	10%[10 µM]	9%	3%	-1%	15%[38.3 µM]	-1%
CN(C)c1ccc(/C=C2\NC(=S)N(Cc3ccccc3)C2=O)cc1	-25%	-40%[inhibitor]	-4%	0%	21%	24%[38.3 µM]	-3%
Cc1sc2ncnc(N3CCCC(C)C3)c2c1C (stereo not given)	-22%	x	-9%	11%	3%[46 µM]	9%	-2%
O=C(c1cccs1)c1ccc(-c2cccs2)s1	-24%[9.22 µM]	-123%[inhibitor][0.074 µM]	u	4%	u	2%[38.3 µM]	7.9µM*
CC(C)(C)NC(=O)C(c1c[nH]c2ccccc12)N(C(=O)Cn1nnc(-c2ccc(F)cc2)n1)c1cccc(O)c1 (stereo not given)	-7%[9.22 µM]	1%[10 µM]	-4%	13%	u	3%	1%
CCSc1ncnc2sc3c(c12)CCC3	-3%	12%	-2%	5%	3%	-19%[38.3 µM]	-5%
O=[N+]([O-])c1ccc(/C([O-])=C(/C(=S)NCc2ccco2)[n+]2ccccc2)cc1	23%	5%[10 µM]	-9%	u	4%[46 µM]	28%	-4%
CCC(C)(C)n1nnnc1CN1CCSCC1	5%	1%[10 µM]	-10%	9%	3%	31%[38.3 µM]	-4%
Cc1ccc(/C=C2\SC(=S)N(CCCC(=O)NNC(=O)c3ccccc3O)C2=O)cc1	29%[9.22 µM]	-5%[10 µM]	x	5%	x	x	x
COc1ccc(/C=N/NC(=O)CCCC(=O)NC2CCCCC2)cc1	3%	-16%	-8%	2%	10%	7%[38.3 µM]	-2%
O=C(NCCN1CCOCC1)c1cc(-c2cccs2)on1	-24%	26%[10 µM]	-2%	4%	u	-6%	1%
CCOC(=O)c1ccc(NC(=O)CC2SC3=NCCN3C2=O)cc1 (stereo not given)	2%[9.22 µM]	15%[10 µM]	x	4%	x	x	x
CC1CN(C(=O)Nc2ccc(Br)cc2Cl)CC(C)O1 (stereo not given)	u	-16%	5%	9%	-18%[46 µM]	5%	2%
COc1ccc(S(=O)(=O)c2nnn(-c3cccc(Cl)c3)c2N)cc1	-2%	-2%	-31%&-26%[inhibitor]	8%	3%[46 µM]	-1%	-2%
Cc1ncsc1CCOC(=O)C1C2CC3CC(C2)CC1C3 (stereo not given)	-26%	51%[0.074 µM]	-31%[inhibitor]	9%	u	15%	1%
Nc1[nH]n2c(=O)c3c(nc2c1N=Nc1ccccc1)CCCC3	-13%	-53%[inhibitor]	-1%	-5%	u	50%[activator][38.3 µM]	-2%
Cc1cc(=O)c2n(Cc3ccc(Cl)cc3)nc[n+]2[nH]1	3%	4%	29%	4%	0%	21%[38.3 µM]	0%
O=C(CSc1nc(-c2ccco2)cc(C(F)(F)F)n1)NCc1cccs1	16µM*	u	7%	u	1%	-3%[38.3 µM]	3%
COc1ccc(NC(=O)N2CC3(CCN(C(=O)c4c(C)noc4C)CC3)C2)cc1	x	1%	-9%	x	x	11%	-2%
CCOc1ccccc1-c1nc(C(N)=O)c2[nH]c(=O)n(-c3cccc(C)c3)c2n1	-31%	-32%	-8%	-8%	13%	6%[38.3 µM]	3%
CC(C)CC(=O)N1CCC(O)(CS(=O)(=O)Cc2ccc(Cl)cc2)CC1	9%	13%	1%	-1%	-3%	-5%[38.3 µM]	-1%
O=C(CCCCn1c(=O)c2ccccc2n(CC(=O)Nc2ccc(F)cc2)c1=O)NCc1ccco1	8%	26%[10 µM]	-9%	-2%	-24%	17%[38.3 µM]	1%
COc1ccc(NC(=O)COC(=O)c2c(C)noc2C)c(OC)c1	-12%	-1%	-26%	0%	6%	11%[38.3 µM]	-2%
CCC1Oc2ccc(C)cc2N(CC(=O)NCCC2=CCCCC2)C1=O (stereo not given)	-4%	-3%[0.074 µM]	-16%	11%	-13%	10%	3%
Cc1cc(OCCCCCn2ccnc2)cc(C)c1Cl	u	-21%	-84%[inhibitor]	-6%	x	17%	2%
Cc1ccccc1Nc1nnc(SCc2cc([N+](=O)[O-])cc3c2OCOC3)s1	18µM*	-28%	-22%	-26%	u	52%[activator][38.3 µM]	-2%
O=C(Nc1ccc2c(c1)OCO2)N1CCN(c2ccccc2Cl)CC1	-21%	-32%	1%	-22%	1%	39%[activator][38.3 µM]	-6%
CCN(CC)S(=O)(=O)c1ccc(C(=O)Oc2cc(C)[nH]c(=O)c2[N+](=O)[O-])cc1	-3%	4%	3%	-2%	14%[9.22 µM]	1%	3%
COC(=O)c1ccc(C(NC(=O)OCc2ccccc2)/C(C)=C/[C@@H](C)C(=O)NCc2nn(-c3ccccc3)nc2C)cc1 (stereo not given in full)	x	4%	-12%	7%	x	12%	-1%
CC(=O)C1=C(O)C(=O)N(c2ccc(Br)cn2)C1c1ccc(Br)cc1 (stereo not given)	-10%[9.22 µM]	-55%[inhibitor][10 µM]	x	-13%	x	x	x
COc1ccc(/C=C(/NC(=O)/C=C/c2ccccc2)C(=O)N2CCOCC2)cc1	12%	-6%[10 µM]	-3%	10%	12%	-1%	-1%
Cc1c(/C=N/NC(=O)C(C)(C)Oc2ccc(Cl)cc2)cnn1C	-12%	13%	u	0%	-4%	26%[38.3 µM]	19%

Compound activity as filed in PubChem BioAssay.
